Growth percent in the NCI-60 one-dose screen (48 h, 10 µM unless noted): 100 = growth as untreated, 0 = no growth, -100 = all killed.
MDA-MB-435 = MDA-MB-435 melanoma; 82,000 tested, 7.8% active
HOP-92 = HOP-92 NSCLC cells; 71,000 tested, 6.3% active; AID 1794738
EKVX = EKVX NSCLC; 71,000 tested, 3% active
CCRF-CEM = CCRF-CEM leukemia; 77,000 tested, 7% active
M14 = M14 melanoma; 80,000 tested, 6.2% active
RPMI-8226 = RPMI-8226 leukemia cells; 77,000 tested, 7.5% active
HOP-62 = HOP-62 NSCLC; 80,000 tested, 3.9% active; AID 1794735
A549/ATCC = A549/ATCC NSCLC; 81,000 tested, 3.7% active; AID 1794740
* marks the source's active call; other numbers are inactive results; / = not tested or not shown; & = joins results of further samples; ! = repeats disagree; [ ] = another dose, or the depositor's remark. Rule for the calls: active = growth percent below 10; inactive = the rest.

item	mol	EKVX	HOP-62	RPMI-8226	HOP-92	CCRF-CEM	A549/ATCC	M14	MDA-MB-435
1	Cc1oc2c(c1C(=O)N1CC[C@@H](N)C1)C(=O)c1c(c(O)c3ccccc3c1O)C2=O	/	32	12	/	-3.7*	12	39	40
2	CCCCOc1nc2ccc(Cl)cc2cc1/C=C/C(=O)/C=C1/CC(c2cc3cc(Cl)ccc3nc2OCCCC)Nc2ccccc2N1 (stereo not drawn)	79	95	/	77	101	94	/	104
3	Cc1ccsc1C(NC(=O)c1ccccc1)c1cc(Cl)c2cccnc2c1O (stereo not drawn)	18	15	14	35	10.0*	14	12	31
4	COc1cc2c(c(OC)c1OC)-c1cc(I)c(O)cc1[C@@H](NC(C)=O)CC2	60	42	13	62	30	15	14	6.2*
5	COc1ccc(-c2nc(-c3nc4cc(Cl)c(F)cc4[nH]3)c3ccccn23)cc1	/	89	9.0*	/	36	49	66	64
6	OCC(O)Cc1ccccc1 (stereo not drawn)	93	127	104	/	95	/	156	102
7	O=C(N/N=C1\c2ccccc2-c2cccc(C(=O)O)c21)c1ccc(Cl)cc1	93	92	98	78	94	102	102	99
8	COc1ccc(S(=O)(=O)c2ccc3[nH]c(=O)nc(N)c3c2)cc1	114	119	89	/	89	98	104	117
9	O=C(NCCCNC(=O)OCc1ccc2c(Cl)cc(Cl)c(O)c2n1)OCc1ccc2c(Cl)cc(Cl)c(O)c2n1	40	31	43	50	26	27	53	58
10	COC(=O)c1c(-c2ccc(OC)cc2)c(-c2ccc(OC)cc2)[nH]c(=O)c1C#N	64	95	90	75	96	84	82	85

Nos. 9 to 10 of the list above:
item	mol	EKVX	HOP-62	RPMI-8226	HOP-92	CCRF-CEM	A549/ATCC	M14	MDA-MB-435
9	O=C(NCCCNC(=O)OCc1ccc2c(Cl)cc(Cl)c(O)c2n1)OCc1ccc2c(Cl)cc(Cl)c(O)c2n1	40	31	43	50	26	27	53	58
10	COC(=O)c1c(-c2ccc(OC)cc2)c(-c2ccc(OC)cc2)[nH]c(=O)c1C#N	64	95	90	75	96	84	82	85

The results go on:
item	mol	EKVX	HOP-62	RPMI-8226	HOP-92	CCRF-CEM	A549/ATCC	M14	MDA-MB-435
11	CNC(=O)c1cc(-c2ccc(NC(=S)Nc3cccc(C(F)(F)F)c3)cc2)nc2cccnc12	98	102	95	85	88	97	99	96
12	COC(=O)c1c2c(n3ccc(C)cc13)C(=O)c1ccccc1C2=O	76	78	61	77	47	-42*	64	93
13	Cc1cc(=O)[nH]c2c(C)cccc12	105	91&101&88	119&104&102	90&101&85	119&99&99	102&94&92	102&101	105&95&95
14	NC(=NC1CCCCC1)c1ccc(OCCSCCOc2ccc(C(N)=NC3CCCCC3)cc2)cc1	41	87	34	54	76	30	95	56
15	Oc1c(Cl)cccc1-c1ccccc1	109	96	99	106	85	102	104	111
16	COc1cc(C=O)ccc1OC(=O)c1cc(-c2ccccc2)n(-c2ccc(S(C)(=O)=O)cc2)n1	102	101	89	/	96	104	110	102
17	O=C(O)c1nn(-c2ccccc2)nc1N1CCCC1	102	102	115	99	108	99	109	102
18	CC(C)N(C)CCOC(=O)C(c1ccccc1)C1CCCC1 (stereo not drawn)	100	110	98	90	87	99	107	104
19	CC(=O)c1ccc(CCCCc2ccc(C(C)=O)cc2)cc1	103	115	/	85	90	97	109	109
20	C=C(C)[C@@H]1CC[C@]2(C(=O)Nc3ccc(S(=O)(=O)c4ccc(NCCC#N)cc4)cc3)CC[C@]3(C)[C@H](CC[C@@H]4[C@@]5(C)CCC(=O)C(C)(C)[C@@H]5CC[C@]43C)[C@@H]12	101[100 µM]	86[100 µM]	85[100 µM]	81[100 µM]	111[100 µM]	82[100 µM]	81[100 µM]	95[100 µM]
21	O=C(c1ccccc1)c1ccc2nc(-c3ccccc3Br)[nH]c2c1	-77*	-47*	-18*	-91*	-9.6*	-58*	-70*	-21*
22	O=C(/C=C/c1ccccc1)c1cccc(O)c1	99&108	105&103	-18*	96&83	78	93&86	95&68	96&57
23	Cn1cnc2ccccc21	104	100	106	107	99	84	105	110
24	CCC(C)COCCOCCCN1C(=O)C2C3C=CC(C3)C2C1=O (stereo not drawn)	107	106	100	/	97	105	101	113
25	CC(=O)OC[C@]1(C)CC[C@]2(C)CC[C@]3(C)C(=C2C1)C=C[C@@H]1[C@@]2(C)CCCNC(C)(C)[C@@H]2CC[C@]13C	94	106	93	101	90	108	105	104
26	CC1=C/C(=N/NC(N)=O)CC(C)(C)C1	112	/	117	99	113	103	109	106
27	CCN1C(=S)N(CC)C2C1N=C(SC)N2/N=C/C=C/c1ccccc1 (stereo not drawn)	68	114	55	87	78	82	91	89
28	CC(C)[C@H]1COC(=O)N1[C@@H]1C(=O)N([C@@H](CCC(=O)N2CCN(C3CCCC3)CC2)C(=O)N[C@@H]2CCCc3ccccc32)[C@@H]1/C=C/c1cccc(Cl)c1	59	79	22	31	42	36	37	33
29	N#Cc1ccc(OC(=O)Nc2cccc(Cl)c2Cl)cc1	/	/	88	/	/	102	101	103
30	Cc1cc2c([nH]1)CSc1cc(S(=O)(=O)c3ccccc3)c(=O)[nH]c1-2	21[100 µM]	33[100 µM]	21[100 µM]	16[100 µM]	19[100 µM]	52[100 µM]	-14*[100 µM]	11[100 µM]
31	Cc1nc2cc(Nc3nc(Nc4ccc(F)cc4)nc(Nc4ncccn4)n3)ccc2n1Cc1ccccc1	/	98	43	82	37	82	94	91
32	CCN(C(=O)N1CCN(c2cc3c(cc2F)c(=O)c(C(=O)O)cn3C2CC2)CC1)c1nc(-c2ccc(OC)cc2)cs1	58	56	26	17	41	26	45	59
33	COc1ccc(OC)c(C=C2C(=O)NNC2=O)c1	95	90	107	97	94	94	93	102
34	Cn1c(=O)c2c(ncn2CC(=O)Nc2ccc(F)cc2)n(C)c1=O	100	102	95	87	95	83	97	107
35	C=C1C(=O)O[C@H]2[C@H]1CC/C(COC(=O)NCc1cc3ccccc3[nH]1)=C\CC[C@@]1(C)O[C@@H]21	55	58	-33*	-14*	2.9*	77	-28*	2.9*
36	COc1cc(/C=C/C(=O)c2ccc(C)cc2)ccc1Oc1nc(NCCO)nc(N2CCOCC2)n1	68	104	-18*	64	3.4*	97	-64*	33
37	c1ccc2c(NCCCn3ccnc3)c3oc4ccccc4c3nc2c1	3.1*	20	-25*	-24*	15	10	2.8*	3.7*
38	NS(=O)(=O)Oc1ccc(NC(=O)c2ccc(Cl)cc2)cc1	101	110	102	114	93	99	109	103
39	CCOC(=O)c1cc(C)[nH]c(=O)c1C#N	87	97	80	104	82	98	102	86
40	O=C(Cc1c[nH]c2ccccc12)NC1=Nc2ccccc2C(=O)NN1	96	93	85	110	102	103	103	103
41	COC(=O)c1cccc(NC2=CC(=O)C(C)=C(C)C2=O)c1	100	97	81	123	53	109	108	101
42	CC(=O)n1c2ccccc2c2ccccc21	103	94	/	/	/	107	103	106
43	COc1ccc2[nH]cc(-c3nc(-c4c[nH]c5ncccc45)cs3)c2c1	64	54	41	26	28	22	16	54
44	COc1ccc2c(c1)c(CC(=O)OCC(=O)O)c(C)n2C(=O)c1ccc(Cl)cc1	85	112	102	89	102	110	103	106
45	c1ccc(-c2n(Cc3ccc4ccccc4n3)cc[n+]2Cc2ccc3ccccc3n2)cc1	70	74	0.5*	-6.0*	28	73	35	15
46	NC(=S)n1c(=O)n(-c2cccc(C(F)(F)F)c2)c(=O)c2cc(-c3ccc(F)cc3F)ccc21	5.2*	1.4*	-21*	-30*	18	7.3*	15	2.3*
47	[O-][n+]1nc(Cl)ccc1Cl	96	124	106	75	/	98	108	91
48	O=S(OCCN1CCCC1)C(c1ccccc1)c1ccccc1 (stereo not drawn)	117	108	/	/	/	110	95	117
49	FC(F)(F)c1[nH]ncc1-c1nc2c(N3CCCCC3)cc3[nH]ncc3c2c2c1CCCC2	13	-8.3*	-6.1*	-10*	4.6*	5.1*	2.0*	11
50	Cc1onc(-c2ccccc2Cl)c1C(=O)Nc1ccccc1CC1c2ccccc2CCN1C (stereo not drawn)	79	98	71	73	91	88	108	94
51	NCCCCC(C(=O)O)N(C(=O)OCc1ccccc1)C(=O)OCc1ccccc1 (stereo not drawn)	/	101	114	113	107	104	104	106
52	N[C@@H](CSSC[C@H](N)C(=O)Nc1ccc(OCC2CCCC2)cc1)C(=O)Nc1ccc(OCC2CCCC2)cc1	-90*	-91*	-57*	-73*	-60*	-91*	-74*	-100*
53	Cn1nc(C#N)c(=O)[nH]c1=O	104	103	109	/	97	113	110	102
54	NC(=O)c1c(NC(=O)c2ccc(OCC3CCCO3)cc2)sc2c1CCCC2 (stereo not drawn)	90	108	84	67	80	35	108	96
55	COc1ccccc1C(=O)NC(=S)Nc1ccc(-c2nc3ccccc3o2)cc1	97	104	102	112	99	97	102	105
56	CCCCCCCCCCCCSP(SCCCCCCCCCCCC)SCCCCCCCCCCCC	/	100	97	84	/	103	104	119
57	CCOC(=O)C1=C(C#N)C(=C(C#N)C#N)NC1(C)O (stereo not drawn)	100	92	103	92	97	88	103	105
58	COc1ccc(CCNC(=O)Cc2ccc(OC)c(OC)c2)cc1OC	97&110	91&113	104&93	104	100&88	100&103	121&97	108&110
59	Brc1ccc(-c2csc(NN=C3c4ccccc4-c4ccccc43)n2)cc1	81	81	90	98	101	95	88	99
60	O=C(CC(c1ccccc1)c1ccc(Br)cc1)c1ccccc1 (stereo not drawn)	82	91	93	79	94	86	99	104

3 compounds from above, sorted by formula weight, ascending.
item	mol	EKVX	HOP-62	RPMI-8226	HOP-92	CCRF-CEM	A549/ATCC	M14	MDA-MB-435
53	Cn1nc(C#N)c(=O)[nH]c1=O	104	103	109	/	97	113	110	102
60	O=C(CC(c1ccccc1)c1ccc(Br)cc1)c1ccccc1 (stereo not drawn)	82	91	93	79	94	86	99	104
55	COc1ccccc1C(=O)NC(=S)Nc1ccc(-c2nc3ccccc3o2)cc1	97	104	102	112	99	97	102	105

New compounds follow
item	mol	EKVX	HOP-62	RPMI-8226	HOP-92	CCRF-CEM	A549/ATCC	M14	MDA-MB-435
61	C[C@@]1(O)c2ccccc2N2C(=O)C(=O)N3[C@H](c4cccnc4)[C@]45C[C@@H]1[C@]23C=C4CC(=O)N5	97	104	111	108	115	97	104	108
62	COC(=O)c1c(C(=O)OC)c(-c2cccc(Cl)c2)n2c1CCC2	/	93	101	/	101	104	102	102
63	N#Cc1n[nH]n2c1nc(=O)c1sc3ncccc3c12	107	103	100	77	98	107	96	110
64	COC(=O)c1c(C(=O)OC)c2ccc3c4cccnc4ccc3n2c1C(=O)c1ccc(Cl)cc1	104	89	100	110	104	97	88	98
65	COc1ccc(N(C)c2nc(N)nc3sc4c(c23)CCCC4)cc1	61	28	25	36	9.1*	15	1.1*	-9.6*
66	CCOC(=O)c1c(NC(=O)c2ccc(F)cc2F)sc2c1CCC(=O)C2	98	104	106	107	98	93	111	99
67	CC(C)(C)c1cc(CO)cc(C(C)(C)C)c1O	/	99	89	84	/	/	98	105
68	CC1=C(C)C(=O)C(C(C2=C(C)C(=O)C(C)=C(C)C2=O)c2ccc(N(C)C)cc2)=C(C)C1=O	72	/	36	63	61	91	/	88
69	O=C1c2cc3c(cc2CCC1c1ccc2c(c1)OCO2)OCO3 (stereo not drawn)	79	91	91	79	91	94	91	/
70	COc1ccc(S(=O)(=O)NCCNc2nccc(-c3c(-c4cccc(N)c4)nc4sccn34)n2)cc1	95	110	96	96	101	100	102	103

Pulled by compound from above, 2 records:
item	mol	EKVX	HOP-62	RPMI-8226	HOP-92	CCRF-CEM	A549/ATCC	M14	MDA-MB-435
62	COC(=O)c1c(C(=O)OC)c(-c2cccc(Cl)c2)n2c1CCC2	/	93	101	/	101	104	102	102
64	COC(=O)c1c(C(=O)OC)c2ccc3c4cccnc4ccc3n2c1C(=O)c1ccc(Cl)cc1	104	89	100	110	104	97	88	98

(cont.)
item	mol	EKVX	HOP-62	RPMI-8226	HOP-92	CCRF-CEM	A549/ATCC	M14	MDA-MB-435
71	O=c1cc(N2CCNCC2)c2ccccc2n1-c1ccccc1	100	99	/	83	107	101	104	/
72	Clc1ccc(/C=N/Nc2ncnc3sc4c(c23)CCN(Cc2ccccc2)C4)cc1	57	-33*	14	-60*	-24*	-53*	-63*	-45*
73	COc1ccc(Nc2ncccc2C(=O)NCc2cn(Cc3ccc(F)cc3)nn2)cc1	95	95	90	97	/	92	98	104
74	C(=C\c1nc2ccccc2[nH]1)/c1nc2ccccc2[nH]1	/	110	90	95	93	99	100	104
75	CC1CCN(CC(=O)Nn2c(COc3ccccc3)nc3ccccc3c2=O)CC1	86	92	77	96	89	91	79	5.8*
76	O=C1c2ccc(S(=O)(=O)O)cc2C(=O)c2cc(S(=O)(=O)O)ccc21	102	91	102	108	104	102	98	104
77	Nc1nc2[nH]cc(CCc3ccc(C(=O)N[C@@H](CCc4nn[nH]n4)C(=O)O)cc3)c2c(=O)[nH]1	110	100	109	113	112	101	103	110
78	O=C(c1ccccc1Cl)C(Nc1ccccc1)c1ccccc1Cl (stereo not drawn)	81	93	82	69	102	82	89	94
79	COc1ccc(C(=O)CSc2nnc3sc(Nc4ccccc4)nn23)cc1	105	98	111	93	99	90	110	83
80	NC1=NC(c2ccccc2)N=C(Nc2ccccc2)N1 (stereo not drawn)	91&79	75&78	130&95	89&81	95&50	106&94	76&82	7.5*!
81	Nn1c(N=Nc2c(O)[nH]c3c(Cl)cc(Cl)cc23)n[nH]c1=S	89	89	99	91	104	77	107	111
82	O=C1c2ccccc2C(=O)N1c1nc(-c2ccccc2)cs1	/	95	94	94	114	102	102	107
83	CCCOC(=O)C(O)c1ccccc1 (stereo not drawn)	51	100	118	95	89	126	94	111
84	COc1cc(/C=C/C(=O)c2ccc(F)cc2)ccc1Oc1nc(NCCO)nc(N2CCOCC2)n1	83	102	-1.4*	94	4.3*	101	84	48
85	O=C1/C(=C/c2ccc(-c3ccccc3C(F)(F)F)o2)SC(=S)N1CCc1ccc(O)cc1	75	50	70	61	12	46	34	-14*

Source: PubChem (NCI)
